# Source: PubChem BioAssay
# E-selectin induc – induces E-selectin expression in human endothelial cells. P16581. HUVEC E-selectin immunofluorescence imaging; normalized: neutral wells 0, TNF-alpha wells 100. activation, % at 7.58 µM. 260,000 compounds, 0.37% hits;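 active = mean E-selectin-positive cell signal at least 10% of the positive control, reached in at least 60% of replicates, without over 20% cell loss; inconclusive = no rule given, readout overlaps actives, possibly toxicity-flagged; inactive = the rest, including those meeting only one limit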;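 note: in these data hits start at about 27%; measured in HUVEC primary endothelial cells; signal is the percent of cells scored E-selectin positive by PE staining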
# Target sequence (P16581 whole entry, looked up): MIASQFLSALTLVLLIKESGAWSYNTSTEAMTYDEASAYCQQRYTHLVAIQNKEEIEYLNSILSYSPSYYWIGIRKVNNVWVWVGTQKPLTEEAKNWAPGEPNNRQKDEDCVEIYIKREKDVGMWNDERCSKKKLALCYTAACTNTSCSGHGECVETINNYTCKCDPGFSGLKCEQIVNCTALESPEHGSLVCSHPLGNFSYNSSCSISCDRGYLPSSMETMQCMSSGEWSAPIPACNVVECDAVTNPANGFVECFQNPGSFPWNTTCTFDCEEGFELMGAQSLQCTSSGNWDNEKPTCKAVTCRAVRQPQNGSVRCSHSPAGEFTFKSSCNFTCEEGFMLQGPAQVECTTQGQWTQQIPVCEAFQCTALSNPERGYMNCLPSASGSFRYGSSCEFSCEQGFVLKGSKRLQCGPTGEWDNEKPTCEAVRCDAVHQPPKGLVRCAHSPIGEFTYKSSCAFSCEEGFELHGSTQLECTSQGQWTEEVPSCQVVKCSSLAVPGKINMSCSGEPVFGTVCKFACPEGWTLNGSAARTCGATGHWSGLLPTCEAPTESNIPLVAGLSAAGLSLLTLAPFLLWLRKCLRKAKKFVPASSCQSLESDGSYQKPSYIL
#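 material = human umbilical vein endothelial cells (HUVEC), E-selectin induction | quantity = 3,000 cells/well | medium = EGM-2 growth medium on 0.1% gelatin-coated wells | technique = immunofluorescence imaging | read-out basis = % PE-positive cells | control set = TNF-alpha positive control, DMSO neutral control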
# An asterisk follows results filed as active; u = inconclusive. Some of the compounds tested (hit frequency here may not be typical).
SMILES,E-selectin induc
CCNC(=S)Nc1ccc2cn[nH]c2c1,-1.2
COc1ccc(-c2cnc(NCc3cc4c(cc3[N+](=O)[O-])OCO4)n2C)cc1,0.2
Cc1cccc(NC(=O)C2CCN(S(=O)(=O)c3c(C)[nH]c(=O)[nH]c3=O)CC2)c1,-0.8
C=CCn1c(SCC(=O)Nc2cccnc2Cl)nnc1-c1ccc(C(C)(C)C)cc1,-0.3
COCc1cc(=O)[nH]c(/N=C(\N)Nc2cccc(C)c2)n1,1.1
O=C(Nc1ccc([N+](=O)[O-])cc1)C1CC1(c1ccccc1)c1ccccc1 (stereo not drawn),0.0
Cc1cccc(Nc2nnc(SCC(=O)Nc3ccccc3[N+](=O)[O-])s2)c1,-0.2
COCCNC(=O)CSc1nnc(CCCN2C(=O)c3cccc4cccc(c34)C2=O)n1-c1ccccc1,-1.0
CCCNC(=O)Cn1c(=O)cnc2ccccc21,-0.1
COc1ccc(CCNC(=O)CCc2ccc(S(=O)(=O)NC(C)C)cc2)cc1OC,-1.1
CCOC(=O)C1CCN(Cc2cn[nH]c2-c2ccc(C)cc2)CC1,0.3
COc1ccc2[nH]c(N=Nc3ccccc3C)c(O)c2c1,-0.2
COc1ccccc1NS(=O)(=O)c1cccc(C(=O)OCc2nc3ccccc3s2)c1,-0.3
CN(C)N1C(N)=C(C#N)C(c2ccsc2)C2=C1CCCC2=O (stereo not drawn),0.8
CC1CN(C(=O)COC(=O)c2ccc(N)c([N+](=O)[O-])c2)CC(C)O1 (stereo not drawn),0.0
Cc1ccc(C2=NN(Cc3nnc(-c4ccccc4)o3)C(=O)SC2)cc1,1.1
O=C(NC(=S)N1CCN(Cc2ccccc2)CC1)c1ccccc1,0.0
O=C(Nc1cccc(S(=O)(=O)N2CCCC2)c1)c1ccc2c(=O)n3c(nc2c1)CCCCC3,-0.2
COc1ccc(OC)c(NC(=O)Cn2c(CCC(=O)O)ccc2-c2ccccc2)c1,0.5
CCOC(=O)c1cnn2c(C)cc(-c3ccccc3)nc12,-1.1
Brc1ccc(N=C(c2ccccc2)c2ccncc2)cc1,0.0
COC(=O)c1c(NC(=O)CN(c2ccc(C)c(C)c2)S(C)(=O)=O)sc2c1CCCC2,1.4
Cc1ccc(C)c(NC(=O)CN(C)C(=O)Cc2ccccc2)c1,0.0
C[C@H]1CN([C@@H](C)CO)C(=O)c2cc(NC(=O)CCCCCC(=O)Nc3ccccc3N)ccc2O[C@@H]1CN(C)C(=O)NC1CCCCC1,0.0
COc1ccccc1OCCCCOc1ccccc1C(C)=O,-0.5

# (cont.)
SMILES,E-selectin induc
CCOc1ccc([N+](=O)[O-])c(N)c1,0.2
COC(=O)C1=C(C)N(CCc2ccccc2)C(=O)/C1=C\c1ccco1,-0.4
Cc1ccc(Cl)cc1NC(=O)COC(=O)c1ccc(COc2ccc3c(C)cc(=O)oc3c2)cc1,-0.1
FC(F)(F)c1cccc(Oc2nc(-c3ccccc3)nnc2C(F)(F)F)c1,5.8
COc1ccc(/C=N/NC(=O)C(N)=O)c(OC)c1OC,0.2
Cc1ccc(N2C(=O)C3NN=C(C(=O)OCc4ccccc4)C3C2=O)cc1 (stereo not drawn),-0.4
CCOC(=O)C1CCC(CN(Cc2ccccc2C)S(=O)(=O)c2ccc([N+](=O)[O-])cc2)CC1 (stereo not drawn),-0.2
COc1cccc(/C=C(/C(=O)OCC(=O)NC2CCCC(C)C2C)c2ccccc2)c1 (stereo not drawn),0.5
Cc1cccc(Nc2c([N+](=O)[O-])c(=O)n(C)c3ccccc23)c1,-0.1
Cc1cc(NS(=O)(=O)c2ccc(-c3ccccc3)cc2)no1,-0.3
O=C(NC(=S)N1CCOCC1)c1ccc([N+](=O)[O-])cc1,-0.5
CN1[C@@H]2Cn3c(ccc(-c4cccnc4)c3=O)[C@H]1[C@@H](C(=O)NCCc1ccccc1)[C@@H]2CO,-0.1
O=C(/C=C\c1ccco1)Nc1ccc(N2CCN(C(=O)c3ccccc3)CC2)cc1,-0.1
CC1CCc2c(sc3nc(CN4CCOCC4)nc(N4CCc5ccccc5C4)c23)C1 (stereo not drawn),0.0
Cc1onc(-c2ccccc2)c1C(=O)N/N=C/c1cc2c(cc1Br)OCO2,1.0
CCNc1nc(NCC)n2c(SCC(=O)N3CC4(C)CC3CC(C)(C)C4)nnc2n1 (stereo not drawn),-0.9
O=C(Nc1cc(C(F)(F)F)ccc1Cl)C(Sc1cccc[n+]1[O-])c1ccccc1 (stereo not drawn),1.0
CCOc1ccc(-c2cc(C(=O)NCC3CCCO3)c3ccccc3n2)cc1 (stereo not drawn),0.2
O=C(Nc1ccccc1Cl)c1ccccc1Cc1ccccc1,-0.5
Cc1ccnc(NC(c2ccncc2)c2c(C)[nH]c3ccccc23)c1 (stereo not drawn),-0.2
COc1ccccc1N(CC(=O)N/N=C/c1ccc(SC)cc1)S(C)(=O)=O,-0.8
N#CC(C(=O)NC1CCCCC1)=C1CCCCC1,0.8
O=C(NCCC1=CCCCC1)C1CCC(CNS(=O)(=O)c2ccccc2)CC1 (stereo not drawn),0.0
CN(C)CCOc1cccc(Cl)c1,1.8
CC(=O)NC(Cc1ccccc1)c1ccc2c(c1)OCCCO2 (stereo not drawn),-0.2

# Ordered by count of non-hydrogen atoms (highest first): some entries from above.
SMILES,E-selectin induc
CCOC(=O)C1CCN(Cc2cn[nH]c2-c2ccc(C)cc2)CC1,0.3
CCOC(=O)c1cnn2c(C)cc(-c3ccccc3)nc12,-1.1
CN(C)CCOc1cccc(Cl)c1,1.8

# The list goes on.
SMILES,E-selectin induc
O=C(/C=C/c1c(Cl)cccc1Cl)NCc1ccco1,u
Cc1cccc(-n2cnc3cc(C(=O)N4CCc5ccccc54)ccc32)c1,3.4
CCNNC(=O)C(O)(c1cccc(C)c1)c1cccc(C)c1,1.4
CCOC(=O)N1CCc2c(sc3nc(SC(C)C)n(N)c(=O)c23)C1,-0.2
COc1ccc(N2CCN(C(=O)c3ccc(C)cc3)CC2)c([N+](=O)[O-])c1,0.1
CC(=O)N1Cc2ccccc2C(C)CC12CCCC2 (stereo not drawn),0.4
Cc1ccccc1Nc1nnc(SCC(=O)NCc2cccs2)s1,0.0
COc1ccc(NC(=O)COC(=O)C2CCC(C(C)(C)C)CC2)c([N+](=O)[O-])c1 (stereo not drawn),0.1
C/C(=N\NC(=O)c1ccccc1)c1cc2cc([N+](=O)[O-])ccc2oc1=O,0.9
Cc1cc(C)cc(OCC(=O)OCC(=O)NCCC2=CCCCC2)c1,0.6
CC(=O)c1c(C)[nH]c(C(=O)COC(=O)c2cccc(S(=O)(=O)N(C)c3ccccc3)c2)c1C,-0.1
Cc1sc(NC(=O)Cc2ccc3c(c2)OCO3)nc1-c1ccc2c(c1)CCN2C(=O)c1cccc(F)c1,0.9
O=C(Cc1cccc2ccccc12)NN1C(=O)C2C(C1=O)C1C=CC2C12CC2 (stereo not drawn),-0.3
CC1=NNC(=O)C(CC(=O)Nc2ccc(Cl)c(Cl)c2)C1 (stereo not drawn),0.0
COc1ccc(-c2cc(C(=O)OC(C)C(=O)Nc3c(C)n(C)n(-c4ccccc4)c3=O)c3ccccc3n2)cc1 (stereo not drawn),1.5
CCOC(=O)C(/C(C)=N/NC(=O)C1CC1c1ccccc1)C(C)C (stereo not drawn),-0.1
C[C@@H]1CCn2cc(nn2)COC[C@@H](c2ccccc2)NC1=O,0.0
Cc1cc(=O)[nH]c(SCc2nnnn2-c2ccc(Cl)cc2)n1,-1.3
CC(=O)Nc1cc(C(=O)N2CCc3ccccc3C2)ccc1Sc1ccc(C)cc1,0.3
Cc1cc(C)c(C)c(S(=O)(=O)NCC(=O)NCc2ccco2)c1C,-0.6
CCc1cccc(NC(=O)c2ccc(Cn3nc(C)cc3C)o2)c1,-0.2
CC(=O)Nc1ccc(/C(C)=N/Nc2nc(Nc3cccc4ccccc34)nc(N3CCOCC3)n2)cc1,0.7
COc1ccccc1NS(=O)(=O)c1ccc(NN=C2CCCCC2)c([N+](=O)[O-])c1,-0.4
Brc1ccc(-c2csc(-c3ccncc3)n2)cc1,0.2
O=C(NN=C1CCCC1)c1cc(-c2ccccc2)n[nH]1,-0.1

# Laid out differently: results already given.
Molecule	E-selectin induc
Cc1ccnc(NC(c2ccncc2)c2c(C)[nH]c3ccccc23)c1 (stereo not drawn)	-0.2
COc1ccccc1N(CC(=O)N/N=C/c1ccc(SC)cc1)S(C)(=O)=O	-0.8
N#CC(C(=O)NC1CCCCC1)=C1CCCCC1	0.8
O=C(NCCC1=CCCCC1)C1CCC(CNS(=O)(=O)c2ccccc2)CC1 (stereo not drawn)	0.0
CN(C)CCOc1cccc(Cl)c1	1.8
CC(=O)NC(Cc1ccccc1)c1ccc2c(c1)OCCCO2 (stereo not drawn)	-0.2
O=C(/C=C/c1c(Cl)cccc1Cl)NCc1ccco1	u
Cc1cccc(-n2cnc3cc(C(=O)N4CCc5ccccc54)ccc32)c1	3.4
CCNNC(=O)C(O)(c1cccc(C)c1)c1cccc(C)c1	1.4
CCOC(=O)N1CCc2c(sc3nc(SC(C)C)n(N)c(=O)c23)C1	-0.2
COc1ccc(N2CCN(C(=O)c3ccc(C)cc3)CC2)c([N+](=O)[O-])c1	0.1
CC(=O)N1Cc2ccccc2C(C)CC12CCCC2 (stereo not drawn)	0.4
Cc1ccccc1Nc1nnc(SCC(=O)NCc2cccs2)s1	0.0
COc1ccc(NC(=O)COC(=O)C2CCC(C(C)(C)C)CC2)c([N+](=O)[O-])c1 (stereo not drawn)	0.1
C/C(=N\NC(=O)c1ccccc1)c1cc2cc([N+](=O)[O-])ccc2oc1=O	0.9
Cc1cc(C)cc(OCC(=O)OCC(=O)NCCC2=CCCCC2)c1	0.6
CC(=O)c1c(C)[nH]c(C(=O)COC(=O)c2cccc(S(=O)(=O)N(C)c3ccccc3)c2)c1C	-0.1
Cc1sc(NC(=O)Cc2ccc3c(c2)OCO3)nc1-c1ccc2c(c1)CCN2C(=O)c1cccc(F)c1	0.9
O=C(Cc1cccc2ccccc12)NN1C(=O)C2C(C1=O)C1C=CC2C12CC2 (stereo not drawn)	-0.3
CC1=NNC(=O)C(CC(=O)Nc2ccc(Cl)c(Cl)c2)C1 (stereo not drawn)	0.0
COc1ccc(-c2cc(C(=O)OC(C)C(=O)Nc3c(C)n(C)n(-c4ccccc4)c3=O)c3ccccc3n2)cc1 (stereo not drawn)	1.5
CCOC(=O)C(/C(C)=N/NC(=O)C1CC1c1ccccc1)C(C)C (stereo not drawn)	-0.1
C[C@@H]1CCn2cc(nn2)COC[C@@H](c2ccccc2)NC1=O	0.0
Cc1cc(=O)[nH]c(SCc2nnnn2-c2ccc(Cl)cc2)n1	-1.3
CC(=O)Nc1cc(C(=O)N2CCc3ccccc3C2)ccc1Sc1ccc(C)cc1	0.3
Cc1cc(C)c(C)c(S(=O)(=O)NCC(=O)NCc2ccco2)c1C	-0.6
CCc1cccc(NC(=O)c2ccc(Cn3nc(C)cc3C)o2)c1	-0.2
CC(=O)Nc1ccc(/C(C)=N/Nc2nc(Nc3cccc4ccccc34)nc(N3CCOCC3)n2)cc1	0.7
COc1ccccc1NS(=O)(=O)c1ccc(NN=C2CCCCC2)c([N+](=O)[O-])c1	-0.4

# (more compounds)
SMILES,E-selectin induc
Cc1ccc(S(=O)(=O)N(C)C)cc1NC(=O)CSc1nc2ccccc2[nH]1,1.6
CCC(C)c1ccc(NC(=O)C2CCN(c3ccc(C(F)(F)F)cn3)CC2)cc1 (stereo not drawn),-0.2
COc1ccc(N(Cc2cc3ccccc3[nH]c2=O)S(C)(=O)=O)cc1,0.1
CC1CN(C(=S)SCC(=O)c2ccccc2)CC(C)O1 (stereo not drawn),-0.3
Cc1ccc(NC2=CC(=O)CC(c3ccccc3)C2)cc1 (stereo not drawn),0.2
CCC(=O)CCC(=O)c1ccc2ccccc2c1,0.6
CC(C)(C)N/N=C/c1cc(Cl)cc([N+](=O)[O-])c1O,5.6
CCCCC(=O)N/N=C(\C)c1cccc(NC(=O)C2CC2)c1,-0.9
Cc1cs/c(=N/C(=S)Nc2ccccc2)n1C,-0.4
CC(=O)NCCC(=O)Nc1nc(-c2cccs2)c(-c2cccs2)s1,-0.2
Cc1ccc(NCC(=O)Nc2cccc(S(=O)(=O)N(C)C)c2)c(Cl)c1,-0.4
CN(Cc1cccs1)C(=O)COc1cccc(-n2cnnn2)c1,0.2
COc1ccc2c(C)cc(Sc3nnnn3-c3ccccc3)nc2c1,-0.1
CCOC(=O)c1c(CSc2nc(C)cc(C)c2C#N)n(C)c2cc(Br)c(OC(C)=O)cc12,11
CC(C(=O)Nc1cc([N+](=O)[O-])ccc1Cl)N1CCN(c2ccc(O)cc2)CC1 (stereo not drawn),0.1
S=c1[nH]nc(-c2ccco2)n1/N=C/c1ccc(Cl)c(Cl)c1,1.7
O=S1(=O)CC2N=C(N(Cc3c(F)cccc3Cl)c3ccccc3F)SC2C1 (stereo not drawn),-0.4
CC(C)(C)C(=O)NC(=S)NCc1ccccc1,-0.2
Cc1cccc(Nc2nnc(SCC(=O)Nc3ccccc3[N+](=O)[O-])s2)c1C,0.0
COc1ccc(-c2nnc(NC(=O)CSc3ccc(Cl)cc3)s2)cc1OC,-2.9
CCCCN1C(=O)Nc2ccccc2S1=O (stereo not drawn),0.0
O=C(Nc1ccccc1)c1ccsc1,4.7
COc1ccc(-c2cc(-c3nnc(-c4ccncc4)o3)c3ccccc3n2)cc1,-0.5
Nc1nc(C23CC4CCC(CC(C4)C2)C3)cs1,1.9
CCOC(=O)c1cc2[nH]c3ccccc3c2[n+](-c2ccc([N+](=O)[O-])cc2)c1C,0.4
CCOc1ccccc1C(=O)Nc1ccccc1-c1ccccc1,-0.1
Cn1c(C(O)c2ccc(Cl)cc2)nc(Cl)c1Cl (stereo not drawn),0.5
O=C(NCc1ccc2c(c1)OCO2)c1ccc(N2CCCCCC2)c([N+](=O)[O-])c1,0.1
COc1ccc(/C=C(\C#N)C(=O)NC2CCS(=O)(=O)C2)cc1OC (stereo not drawn),-0.9
Cc1cc(C)n2nc(N)c(N=Nc3ccc(Cl)cc3)c2n1,-0.7
